# Screens from PubChem BioAssay.
# p53 reactivator: restores transcriptional activity of mutant p53 | H1299 p53-A138V BP100-luciferase reporter, luminescence, 24 h | Potency, µM (doses to about 92.2 µM), inactives show at the highest dose activity change, positive = activation, most hits filed as activators | hit rate 0.063% among 320,000; further: % of control where 0% means no effect; nearly all actives have a fitted effect of over 45% in size
#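 p53-null H1299 cells stably carrying temperature-sensitive p53-A138V and a BP100-luciferase reporter were pinned with compounds (4-point, 1:5 series) and held 24 hrs at 37 deg C. Luminescence was read 10 min after detection reagent.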
# NPC1 promoter act: NPC1 promoter activation. hit rate 2.4% among 320,000. Huh7 NPC1 promoter luciferase reporter, 24 h. Potency, µM (highest dose often 9.22 µM), for inactives: top-dose activation, hits mostly activators;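 further: % of control where 0% means no effect; nearly all actives have a fitted effect of over 60% in size; reporter is driven by a mutant NPC1 promoter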
#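 Readout is luciferase luminescence, reflecting NPC1 promoter activation in stably transfected Huh7 cells after 24 h compound exposure at 37 °C in reduced-serum medium with 10% FBS.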
# MBNL1 CUG block: inhibitors of human MBNL1 binding to CUG repeat RNA; Q9NR56; TR-FRET MBNL1-His/biotin-(CUG)12 binding, 665/545 ratio; Potency, µM (highest dose often 57.5 µM), for the others: at the top dose activity change, negative = inhibition, most hits filed as inhibitors; hit rate 0.036% among 280,000; AID 2675; active means well fitted inhibition curve with a large enough effect in the signal ratio, with a control signal flat, not every such curve was filed as active; inconclusive means small, poorly fitted or top-dose-only effect, or effect the other way, or a change in a side signal; inactive means no such curve, though single readings can be large or run the other way; the % refers to the signal ratio; further: on the % scale 0 is the no-effect control and ±100 the full control effect
# Target sequence (Q9NR56 whole entry, looked up): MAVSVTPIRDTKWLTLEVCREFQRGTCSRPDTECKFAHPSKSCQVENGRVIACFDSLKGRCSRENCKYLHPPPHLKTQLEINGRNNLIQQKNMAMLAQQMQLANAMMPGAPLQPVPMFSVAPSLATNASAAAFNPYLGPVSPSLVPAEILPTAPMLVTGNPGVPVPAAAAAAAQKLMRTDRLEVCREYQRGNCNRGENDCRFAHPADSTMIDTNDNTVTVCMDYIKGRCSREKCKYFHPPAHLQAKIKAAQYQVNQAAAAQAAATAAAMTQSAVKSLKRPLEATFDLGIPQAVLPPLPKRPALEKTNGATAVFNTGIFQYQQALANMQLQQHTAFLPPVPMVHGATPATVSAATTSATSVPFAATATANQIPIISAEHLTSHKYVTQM
#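 Compounds (final 92 nM to 58 uM) are added to His-tagged MBNL1 and biotin-(CUG)12, then terbium anti-His antibody and streptavidin-XL665 (5 nM final). After 60 min at room temperature, the 665/545 nm ratio is read.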
# FLuc counter: firefly luciferase modulation, counter-screen for miR-21 project | purified FLuc, Km substrates, luminescence inhibition | Potency, µM (titrated, usually from 57.5 µM), for inactives: at the top dose activity change, negative = inhibition, actives largely listed as inhibitors | AID 588342 | hit rate 6.9% among 360,000 | P08659;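 further: plate controls were vehicle for no effect and reference inhibitor for full effect; nearly all actives have a fitted effect of over 55% in size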
# Target sequence (P08659 whole entry, looked up): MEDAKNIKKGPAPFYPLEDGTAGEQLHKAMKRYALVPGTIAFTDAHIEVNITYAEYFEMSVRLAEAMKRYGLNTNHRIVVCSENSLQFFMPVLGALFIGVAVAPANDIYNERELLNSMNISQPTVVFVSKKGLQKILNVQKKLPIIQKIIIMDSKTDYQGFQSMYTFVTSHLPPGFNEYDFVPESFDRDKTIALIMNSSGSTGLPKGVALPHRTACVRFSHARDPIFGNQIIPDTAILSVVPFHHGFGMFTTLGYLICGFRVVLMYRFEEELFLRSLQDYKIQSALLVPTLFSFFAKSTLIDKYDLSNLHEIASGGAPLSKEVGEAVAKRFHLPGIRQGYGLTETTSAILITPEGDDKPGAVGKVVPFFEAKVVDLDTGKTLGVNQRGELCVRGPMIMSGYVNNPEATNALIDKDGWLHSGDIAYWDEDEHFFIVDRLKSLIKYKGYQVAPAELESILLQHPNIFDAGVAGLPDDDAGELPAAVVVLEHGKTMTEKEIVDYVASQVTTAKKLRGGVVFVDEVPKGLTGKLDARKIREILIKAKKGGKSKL
#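 Purified P. pyralis luciferase (10nM final) with 10uM D-luciferin and 10uM ATP (Km levels) in 50mM Tris acetate pH 7.5, 10mM Mg acetate, 0.01% Tween-20, 0.05% BSA; qHTS 6-point titration, ~60 µM downward; luminescence read.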
# Rab9 prom act: activators of Rab9 promoter; Huh7 Rab9 promoter-luciferase reporter, luminescence, 24 h; Potency, µM (titrated, usually from 9.22 µM), for inactives: at the highest dose activation, negative = inhibition, hits mostly activators; hit rate 2.8% among 320,000; further: % of control where 0% means no effect; nearly all actives have a fitted effect of over 60% in size
#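 Cell-based reporter: Huh7 stable for Rab9 promoter-driven luciferase, plated in reduced-serum medium with 10% FBS at 1500 cells/well, compound-treated 24 h at 37 °C, luminescence read after 10 min reagent.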
# ELG1 genotox: inducers of genotoxicity in HEK293T ELG1-luciferase cells; HEK293T ELG1-luciferase reporter, luminescence, 16 h; Potency, µM (doses to about 46 µM), inactives show at the highest dose activity change, positive = activation, usual class: activators; hit rate 1.3% among 330,000; further: % of control where 0% means no effect; nearly all actives have a fitted effect of over 60% in size
#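 Screening used a luciferase reporter fused to human ELG1 in HEK293T cells. Luminescence was read on a CCD plate imager after 16 hr exposure and 30 min ONE-Glo incubation.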
# RORgamma inh: blocks mouse ROR gamma transcriptional activity. Drosophila S2 Gal4-RORgamma UAS-luciferase reporter, 20 h. P51450. Potency, µM (series often up to 53.6 µM), without a hit: at the top dose activity change, negative = inhibition, hits mostly inhibitors. hit rate 5.4% among 310,000; further: on the % scale 0 is the no-effect control and ±100 the full control effect; nearly all actives have a fitted effect of over 60% in size
#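 In this cell-based reporter format, copper sulfate (700 uM final) drives Gal4–ROR gamma fusion expression from a metallothionein promoter in Drosophila Schneider cells; compounds preincubated 1 hr, reporter read after 20 hr at ambient temperature.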
# Gal4-VP16 FLuc: Gal4-VP16 reporter inhibition counter-screen; Drosophila S2 Gal4-VP16 UAS-luciferase, luminescence, 20 h; Potency, µM (highest dose often 53.6 µM), for the others: at the highest dose activity, negative = inhibition, hits mostly inhibitors; hit rate 3.5% among 310,000;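 further: Gal4-VP16 expression switched on by copper sulfate through the metallothionein promoter; on the % scale 0 is the no-effect control and ±100 the full control effect; nearly all actives have a fitted effect of over 50% in size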
# MLL CXXC-DNA inh: MLL CXXC-DNA interaction inhibition; MLL-CXXC / FITC-HOXA9 DNA fluorescence polarization; Potency, µM (titrated, usually from 115 µM), inactives show top-dose activity change, negative = inhibition, most hits filed as inhibitors; hit rate 0.037% among 290,000; active means well fitted inhibition curve with a large enough effect in the polarisation, with a control signal flat, not every such curve was filed as active; inconclusive means small, poorly fitted or top-dose-only effect, or effect the other way, or a change in a side signal; inactive means no such curve, though single readings can be large or run the other way; the % refers to the polarisation
#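 Fluorescence polarization: 7 uM MLL-CXXC (stock) preincubated 5 min with compounds, then 50 nM fluorescein-HOX-A9 DNA (stock) added; 30 min ambient. Buffer 50 mM Tris-HCl pH 7.5, 50 mM NaCl, 1 mM DTT, 0.05% BSA.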
# uPA generation: cell surface uPA generation inhibition; cell surface uPA generation assay, qHTS; hit rate 0.31% among 330,000; AID 540303; Potency, µM (series often up to 38.3 µM), for inactives: at the highest dose activity change, negative = inhibition, actives largely listed as inhibitors; active means well fitted inhibition curve with a large enough effect; inconclusive means small, poorly fitted or top-dose-only effect; inactive means no such curve, though single readings can be large or run the other way; tested in mouse RAW 264.7 cells; further: on the % scale 0 is the no-effect control and ±100 the full control effect; nearly all actives have a fitted effect of over 55% in size
# BRCA1 expr up: increases BRCA1 expression | hit rate 1.1% among 380,000 | MCF7-BRCA1-FFLuc reporter, luminescence, 48 h; response scale: scaled: vehicle 0%, 10 µM genistein 100% | Potency, µM (series often up to 46.1 µM), for the others: top-dose activation, hits mostly activators; further: nearly all actives have a fitted effect of over 80% in size; some results filed as inactive show a strong effect at the top dose
#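 Reporter cells (MCF7, BRCA1 promoter-firefly luciferase) received library compounds across a concentration series for 48 h. End-point luminescence was measured and concentration-effect curves derived after normalization.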
# * = called active by the depositor; ? = inconclusive; / = no result given; & = joins results of further samples; [ ] = remark or other dose. Unless noted, the call rests on the fitted dose curve; in most records, active means well fitted curve in the direction sought with a large enough effect; inconclusive means small, poorly fitted or top-dose-only effect, or another doubt; inactive means no such curve, though single readings can be large; an effect the other way counts as inactive or inconclusive. Potency means the concentration at half of the fitted maximal effect.
SMILES,p53 reactivator,NPC1 promoter act,MBNL1 CUG block,FLuc counter,Rab9 prom act,ELG1 genotox,RORgamma inh,Gal4-VP16 FLuc,MLL CXXC-DNA inh,uPA generation,BRCA1 expr up
CCN1CCN(c2cc(C)c3cc(NC(=O)c4cnccn4)ccc3n2)CC1,6%,1%,-3%,?,-1%,11%,-4%,6%,-2%,-8%,10%
CSc1ncccc1C(=O)Nc1ccc(S(=O)(=O)Nc2nccs2)cc1,7%,-3%,0%,6%,-6%,5%,2%,0%,5%,-2%,7%
COc1cc(C=O)ccc1OCC(=O)Nc1ccccc1N1CCOCC1,-10%,-2%,2%,1%,2%,-3%,?,-9%,9%,21%,-7%
S=C(Nc1ccc(Cl)cc1Cl)NC1CCN(Cc2ccccc2)CC1,1%,0%,-9%,1%,-4%,-2%,?,?,-3%,1%,-28%
c1ccc(-c2cccc(-c3ccccc3)n2)cc1,22%,23%,-2%,12µM*,?,5%,20%,1%,9%,-24%,-17%
COc1ccc(-c2c(C)nn(-c3ccccc3)c2N)cc1OC,5%,-4%,-9%,5%,0%,18%,38%,0%,-2%,5%,3%
CCOc1ccc(N(CC(=O)Nc2ccccc2Cl)S(C)(=O)=O)cc1,/,-18%,-4%,?,-4%,7%,3%,7%,-3%,10µM*,-1%
CC(=O)N1CCOc2ccc(S(=O)(=O)NCc3ccc(C)cc3)cc21,6%,1%,1%,5%,-12%,-6%,36%,-8%,-5%,-2%,0%
FC(F)Oc1cccc2cccnc12,0%,-1%,0%,2%,-1%,0%,-4%,4%,-9%,-4%,2%
CN(C)CCCN(C(=O)COc1ccc(Cl)cc1)c1nc2ccc(F)cc2s1,28%,-5%,-6%,-2%,0%,46%,-40%,-24%,5%,2%,28%
CNC(=O)Cn1nc(-c2ccc(Cl)cc2)c2ccccc2c1=O,-5%,-5%,-4%,2%&5%,0%,0%,6%,0%,-8%,-1%,10%
CC(=O)N1CCN(S(=O)(=O)c2ccc(S(=O)(=O)N3CCCC(C)C3)cc2)CC1 (configuration not stated),2%,-2%,2%,0%,-2%,10%,3%,-1%,8%,-5%,-15%
CCCN(CCC)C(=O)c1ccc2c(c1)N(Cc1ccccc1)C(=O)CS2=O (configuration not stated),-6%,0%,-3%,2%,-9%,1%,-12%,-10%,-3%,-4%,3%
Clc1cccc(/C=N/Nc2nnc(Cl)c3ccccc23)c1,19%,?,2%,?,21%,9%,3.2µM*,?,3%,-2%,-1%
COc1cccc(CC(NC(C)=O)C(=O)NC2CCN(C(=O)c3ccncc3)CC2)c1OC (configuration not stated),9%,0%,-10%,-2%,5%,3%,-21%,2%,-2%,4%,3%
Cc1ccc(-n2c(O)c(C=Nc3ccccc3-c3n[nH]c(=S)[nH]c3=O)c3ccccc3c2=O)cc1C,3%,-2%,9%,-5%,-4%,-5%,-9%,-6%,1%,3%,-2%
CCCCC(CCC(=O)Nc1cccc([N+](=O)[O-])c1)C(=O)O (configuration not stated),-4%,-1%,10%,-2%,-1%,-3%,0%,0%,-1%,-1%,-12%
CCN1CCN(C(=O)c2ccc3c(c2)S(=O)(=O)c2ccccc2C3=O)CC1,-3%,-1%,?,-1%,0%,6%,9%,-10%,-3%,?,-10%
COc1cc(NC(=O)c2ccc(C(=O)c3ccccc3)cc2)cc(OC)c1OC,-11%,1%,-3%,-6%,-1%,-1%,6%,-11%,4%,6%,-32%
CCS(=O)(=O)N1CCC(C(=O)Nc2cc(Cl)ccc2O)CC1,-9%,8%,?,3%,0%,-2%,25%,25%,-7%,-2%,-11%
Cc1oc(/N=C/c2cccc([N+](=O)[O-])c2)c(C#N)c1C,/,-6%,?,-1%,-7%,2%,/,/,19%,-15%,-6%
O=C1CC(c2cccs2)c2cc3c(cc2N1)OCCO3 (configuration not stated),9%,1%,3%,0%,-12%,-1%,-29%,7%,3%,-21%,-70%
CC1=NN(C(N)=S)C(=O)C1N=Nc1ccc(C)c(Br)c1 (configuration not stated),?,1.8µM*,-1%,1.7µM*,1.3µM*,5.2µM*,0.71µM*,2.8µM*,7%,12%,65%
CCOC(=O)[C@H]1[C@H]2COc3ccc(OC)cc3[C@@H]2N2C(=O)CN(Cc3ccco3)C(=O)[C@@]12C,-10%,0%,/,5%,-1%,-2%,/,/,/,7%,0%
COc1ccc(-c2nnc(SCC(=O)Nc3cc(C)on3)n2N)cc1OC,0%,8%,7%,1%,5%,1%,0%,2%,5%,1%,5%
CCOC(=O)c1ccc(-c2ccc(/C=N/NC(=O)CN(c3ccccc3Cl)S(C)(=O)=O)o2)cc1,5%,?,-4%,?,?,-6%,?,-6%,37%[activator],1%,-25%
O=C(NCc1cccs1)c1cnn2cccnc12,2%,1%,1%,3%[2.3 µM],3%,1%,24%,1%,-1%,0%,19%
COc1ccc(C(=O)CCC(=O)NCCc2ccccc2F)cc1,2%,2%,2%,3%,-2%,-2%,6%,-2%,-2%,4%,-15%
Cc1cc2nc(C(F)(F)F)[nH]c(=O)n2n1,4%,-5%,-6%,4%,7%,1%,3%,-1%,0%,1%,9%
CC1=C(C(=O)N2CCOCC2)C(c2ccccc2F)C2=C(CC(C)(C)CC2=O)N1 (configuration not stated),11%,-3%,-6%,2%,-4%,-1%,-1%,-10%,0%,0%,1%
CCOC(=O)N1CCN(C(=O)COc2ccc(S(=O)(=O)Nc3ccc(OCC)cc3)cc2)CC1,-6%,0%,?,1%,-11%,?,?,0%[0.365 µM],6%,/,-58%
Cc1cc(C)nc(SCC(=O)Nc2ccc(N3CCOCC3)c(Cl)c2)n1,4%,-9%,-1%,-3%,-18%,?,-13%[0.365 µM],/,-1%,-6%,-55%
COc1cc(/C=C(/C#N)C(=O)NCCCc2ccccc2)ccc1OCC(=O)O,-4%,1%,4%,-11%,0%,2%,-12%,-10%,-27%,-2%,-1%
CCOC(=O)c1c(/N=C/N(C)C)sc(C=O)c1-c1ccccc1,-1%,-2%,?,-6%,-3%,-5%,-19%,1%,-5%,1%,-14%
CC(=O)Nc1cc(-c2ccc(Cl)cc2)[nH]n1,10%,3.5µM*,-6%,?,?,?,0%,-14%,-11%,-11%,-2%
Cc1ccc(C(=O)Oc2cc(-c3ccccc3)no2)cc1,-3%,-3%,-15%,-4%,0%,0%,-11%,3%,-4%,-3%,-18%
Cc1sc2c(c1C)CN(C1CC(C)(C)NC(C)(C)C1)CN2C(=O)c1ccco1,?,-3%,-6%,-18%,-1%,?,40%,17%,?,/,/
CN1CCN(c2ccc(C(F)(F)F)cc2NC(=O)Nc2ccccc2)CC1,1%,1%,-6%,-5%,-1%,-2%,-2%,4%,6%,-13%,-95%[inhibitor]
COc1ccc(CN2CN(C3CCCC3)CSC2=S)cc1,6%,-12%,-16%,-10%,-14%,-1%,7.9µM*,11µM*,0%,-7%,-99%[inhibitor]
Cc1nccn1CC(=O)N/N=C/c1ccccc1O,6%,-4%,-1%,-1%,-2%,2%,4µM*,?,-26%,-2%,9%
COc1ccc(-c2ccc(-c3noc(-c4cccs4)n3)c(OC)n2)cc1,0%,16%,11%,-14%,28%,?,-36%,3%,21%,2%,6%
CC1(C)OC(=O)C(=CNc2ccc(F)cc2)C(=O)O1,3%,0%,2%,-16%,-9%,17%,10%[10 µM],-2%,2%,/,-13%
Oc1c(Br)cc(Br)c2cccnc12,/,/,/,/,/,/,0.28µM*,-72%,4%,-3%,-33%
CCOC(=O)/C(C(N)=NCCCO)=C(/O)c1ccccc1,-9%,-2%,-20%,-3%,-2%,1%,0%,2%,1%,2%,1%
CCc1nc2ccc(C(=O)N3CCN(c4cccc(OC)c4)CC3)cc2nc1CC,-7%,-21%,6%,2%&7%,0%,-7%,-1%,5%,3%,-2%,-17%
O=C(Cn1c(=O)c(=O)n(Cc2ccccc2)c2ccc(Cl)cc21)Nc1ccc(F)cc1F,9%,-3%,-3%,1%,-3%,1%,1%,-17%,?,3%,13%
CCOC(=O)/C=C1\SCC(=O)N1CC(=O)Nc1ccc(C(C)C)cc1,-4%,1%,-5%,?,-21%,-2%,4%,4%,13%,-1%,-5%
Cc1ccc(C(=O)NCCSc2ccccc2)cc1S(=O)(=O)Nc1ccccc1,1%,1%,-1%,1%,0%,-9%,42%,0%,3%,/,-35%
O=[N+]([O-])c1ccc(SCCc2ccncc2)cc1,2%&2%,-1%&-5%,?,-7%&-19%,-3%&-7%,-6%&-9%,-6%&-21%,-4%&-2%,-7%&6%,-5%&0%,34%&-16%

# The list is partial, so the mix of outcomes need not match the whole.
